LDHA block: qHTS assay for inhibitors of human lactate dehydrogenase; L-lactate dehydrogenase A chain (Homo sapiens), P00338; purified LDHA, NADH/diaphorase-resazurin fluorescence; stronger effect = lower value; activity change, % (values are at about 110 or 230 µM); 480,000 tested, 0.15% active; AID 1347041, 2019; in the data active = activity change below about -30%; inconclusive = mostly about -25% to -30%;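 note: plate controls were DMSO wells for no effect and wells without enzyme for full effect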
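Human LDH5 at 2 nM final in Tris HCl pH 7.4 with 0.06 mM NADH and 0.2 mM pyruvate, reacted 5 minutes at room temperature. Remaining NADH coupled via diaphorase/resazurin; resorufin fluorescence read at 0 and 20 minutes, normalized to enzyme-free and DMSO wells.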
RGS4 inhibitor: Inhibitors of Regulator of G Protein Signaling (RGS) 4: qHTS | Regulator of G-protein signaling 4 (Homo sapiens), P49798 | Transcreener GDP fluorescence polarization, RGS4-accelerated GTP hydrolysis | Potency, µM (highest dose often 114 µM), inactives show at the highest dose activity change, negative = inhibition, usual class: inhibitors | 390,000 tested, 0.039% active; note: potency is the fitted concentration of half-maximal effect; % is set by controls: 0 for no effect and ±100 for the full control effect; nearly all actives have a fitted effect of over 75% in size; some results filed as inactive show a strong effect at the top dose
Target sequence (P49798 whole entry, looked up): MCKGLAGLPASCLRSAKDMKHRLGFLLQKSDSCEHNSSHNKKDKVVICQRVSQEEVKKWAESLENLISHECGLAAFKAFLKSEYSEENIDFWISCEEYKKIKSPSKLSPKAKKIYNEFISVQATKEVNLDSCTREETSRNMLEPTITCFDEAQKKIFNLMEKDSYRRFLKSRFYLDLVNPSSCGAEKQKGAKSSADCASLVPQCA
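MLSMR compounds (23 nl, pin-transferred) preincubated 10 min at room temperature with a 500nM (2x) first reagent, then RGS4 at 900nM (2x) plus Transcreener GDP mix added; fluorescence polarization (620/688 nm) read before and after 90 min at 30 °C.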
TrxR1 substrate: qHTS Assay for Substrates of Mammalian Selenoprotein Thioredoxin Reductase 1 (TrxR1): qHTS | Potency, µM (top dose mostly 114 µM), without a hit: at the highest dose activity change, negative = substrate turnover | 390,000 tested, 0.01% active | purified TrxR1 substrate turnover, NADPH consumption readout | AID 588456, 2011 | Thioredoxin reductase 1, cytoplasmic (Rattus norvegicus), O89049; note: potency is the fitted concentration of half-maximal effect; % is set by controls: 0 for no effect and ±100 for the full control effect; nearly all actives have a fitted effect of over 50% in size
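Rat TrxR1, dispensed at 90 nM, was prereduced with 400 uM NADPH (final) for 5 min at ~22 deg C, then incubated with compound 15 min before 400 uM selenite. A first-read NADPH fluorescence drop versus no-compound background flagged substrates.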
USP1 inh: Inhibitors of USP1/UAF1: Primary Screen; Ubiquitin carboxyl-terminal hydrolase 1 (Homo sapiens), O94782; recombinant USP1/UAF1, Ub-Rhodamine cleavage fluorescence; Potency, µM (titrated, usually from 57.1 µM), for inactives: at the top dose activity change, negative = inhibition, most hits filed as inhibitors; 390,000 tested, 0.23% active; AID 743255, 2014; note: potency is the fitted concentration of half-maximal effect; % is set by controls: 0 for no effect and ±100 for the full control effect; nearly all actives have a fitted effect of over 60% in size; inactives centre near -12
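USP1/UAF1 complex at 1 nM was preincubated with compound for 15 min at room temperature, then Ub-Rho substrate (150nM final) was added. Fluorescence (480/540 nm) was read kinetically, 6 reads every 60 seconds.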
GRP78 ERSR act: qHTS for Inducers of the Endoplasmic Reticulum Stress Response (ERSR) in Human Glioma: qHTS | U87-MG GRP78 promoter luciferase reporter, 16 h | Potency, µM, for inactives: top-dose activation, usual class: activators | 420,000 tested, 0.02% active | AID 602332, 2012; note: potency is the fitted concentration of half-maximal effect; series mostly up to about 76 µM; % of control where 0% means no effect; nearly all actives have a fitted effect of over 35% in size
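ERSR induction read as luciferase luminescence (Bright-Glo, 10 min at room temperature) in stably transfected human U87-MG glioma cells exposed to compounds for 16 h, using GRP78 as sensor.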
mIDH1 inhibitor: qHTS for Inhibitors of mutant isocitrate dehydrogenase 1 (IDH1): qHTS; Isocitrate dehydrogenase [NADP] cytoplasmic (Homo sapiens), O75874; IDH1-R132H enzyme, NADPH consumption, diaphorase/resazurin fluorescence; Potency, µM (top dose mostly 76.6 µM), without a hit: at the top dose activity change, negative = inhibition, hits mostly inhibitors; 390,000 tested, 0.093% active; note: potency is the fitted concentration of half-maximal effect; % is set by controls: 0 for no effect and ±100 for the full control effect; nearly all actives have a fitted effect of over 65% in size
Target sequence (O75874 whole entry R132H, stated change not applied): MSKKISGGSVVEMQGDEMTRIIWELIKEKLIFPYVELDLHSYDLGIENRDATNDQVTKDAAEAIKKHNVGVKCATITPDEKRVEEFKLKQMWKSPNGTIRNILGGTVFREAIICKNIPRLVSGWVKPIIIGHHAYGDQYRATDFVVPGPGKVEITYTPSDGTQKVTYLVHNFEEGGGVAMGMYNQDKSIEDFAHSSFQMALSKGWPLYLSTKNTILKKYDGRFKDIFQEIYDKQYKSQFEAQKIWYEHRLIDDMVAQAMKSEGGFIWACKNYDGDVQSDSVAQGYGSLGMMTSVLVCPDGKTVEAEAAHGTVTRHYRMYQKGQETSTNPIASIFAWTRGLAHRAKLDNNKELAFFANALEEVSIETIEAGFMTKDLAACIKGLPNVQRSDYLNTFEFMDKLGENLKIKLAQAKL
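IDH1-R132H (0.5 ug/mL) preincubated 30 min with compound, then NADPH (0.016 mM) and alpha-KG (2 mM) added; 80 min at RT, pH 7.5. Remaining NADPH coupled via diaphorase/resazurin to fluorescence (540/590 nm); concentration-response curves normalized to no-enzyme control.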
Vif-A3G inh: qHTS for Inhibitors of Vif-A3G Interactions: qHTS. AID 602310, 2012. DNA dC->dU-editing enzyme APOBEC-3G (Homo sapiens), Q9HC16. 410,000 tested, 0.076% active. Potency, µM (doses to about 46.1 µM), for the others: at the top dose activity, negative = active, hits mostly inhibitors. HeLa A3G-eYFP + Vif (tagged APOBEC3G with the HIV-1 protein that degrades it), YFP fluorescence, overnight;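 note: potency is the fitted concentration of half-maximal effect; % is set by controls: 0 for no effect and ±100 for the full control effect; nearly all actives have a fitted effect of over 60% in size; hits raise eYFP signal because A3G escapes Vif-driven loss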
Target sequence (Q9HC16 whole entry, looked up): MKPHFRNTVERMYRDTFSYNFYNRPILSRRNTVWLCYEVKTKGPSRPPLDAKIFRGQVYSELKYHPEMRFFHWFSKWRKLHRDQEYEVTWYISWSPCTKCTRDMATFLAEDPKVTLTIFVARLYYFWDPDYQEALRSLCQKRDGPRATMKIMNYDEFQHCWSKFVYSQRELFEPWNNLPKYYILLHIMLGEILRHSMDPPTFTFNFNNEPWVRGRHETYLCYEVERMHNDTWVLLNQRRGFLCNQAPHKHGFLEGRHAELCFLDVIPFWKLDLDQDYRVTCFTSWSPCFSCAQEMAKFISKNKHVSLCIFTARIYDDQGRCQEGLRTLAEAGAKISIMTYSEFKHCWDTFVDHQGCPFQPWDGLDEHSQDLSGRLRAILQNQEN
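Read-out is eYFP fluorescence (Ex 488/Em 500-530) from Vif-expressing HeLa A3G-eYFP cells; more signal means A3G escaped Vif-mediated degradation. Cells plated overnight, compound pinned in, incubated overnight at 37 deg C.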
Vif-APOBEC3F blk: qHTS for Inhibitors of Vif-A3F Interactions: qHTS | Potency, µM (highest dose often 46.1 µM), without a hit: at the top dose activity, negative = active | 390,000 tested, 0.2% active | AID 602313, 2012 | HeLa A3F-eYFP + Vif (tagged APOBEC3F with the HIV-1 protein that degrades it), YFP fluorescence increase; note: potency is the fitted concentration of half-maximal effect; % of control where 0% means no effect; nearly all actives have a fitted effect of over 65% in size
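Fluorescence increase (Ex 488/Em 500-530) after overnight compound treatment at 37 deg C flags inhibition of Vif-driven A3F-eYFP loss in stable HeLa A3F-eYFP/Vif cells seeded overnight beforehand.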
TrxR1 inh: qHTS Assay for Inhibitors of Mammalian Selenoprotein Thioredoxin Reductase 1 (TrxR1): qHTS; recombinant rTrxR1, NADPH fluorescence consumption, selenite substrate; Potency, µM (titrated, usually from 114 µM), for the others: at the top dose activity change, negative = inhibition, usual class: inhibitors; 390,000 tested, 1% active; AID 588453, 2011; note: potency is the fitted concentration of half-maximal effect; % is set by controls: 0 for no effect and ±100 for the full control effect; nearly all actives have a fitted effect of over 65% in size
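Rat TrxR1 (90 nM in the dispensed reagent) was pre-reduced with 400 uM NADPH for 5 min at room temperature, then incubated with compound for 15 min. After 400 uM selenite was added, NADPH fluorescence (Ex 340/Em 450 nm) was followed for 8 min.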
* = called active by the depositor; & = joins results of further samples; [ ] = another dose, or the depositor's remark. Unless noted, calls come from the whole dose curve; as a rule, active = well fitted curve in the direction sought with a large enough effect; inconclusive = small, poorly fitted or top-dose-only effect, or another doubt; inactive = no such curve, though single readings can be large; an effect the other way counts as inactive or inconclusive. Only part of the results is shown; count on the stated rates, not on these rows.

For O=C(COC(=O)c1ccc(O)cc1)Nc1ccc(S(=O)(=O)N2CCOCC2)cc1 the results were LDHA block -3, RGS4 inhibitor -11%, TrxR1 substrate -7%, USP1 inh -12%, GRP78 ERSR act -5%, mIDH1 inhibitor 21%, Vif-A3G inh 2%, Vif-APOBEC3F blk -13% and TrxR1 inh 10%.
For O=C1[C@@H]2Cc3c([nH]c4ccccc34)CN2C(=O)CN1CCCO the results were LDHA block -3, RGS4 inhibitor 13%, TrxR1 substrate 1%, USP1 inh -5%, GRP78 ERSR act -2%, mIDH1 inhibitor 0%, Vif-A3G inh 4%, Vif-APOBEC3F blk -4% and TrxR1 inh 17%.
`O=C1CN(C(=O)COc2ccc([N+](=O)[O-])cc2Cl)c2ccccc2N1` gave LDHA block 0, RGS4 inhibitor -2%, TrxR1 substrate -2%, USP1 inh -16%, GRP78 ERSR act 1%, mIDH1 inhibitor -3%, Vif-A3G inh 1%, Vif-APOBEC3F blk -3% and TrxR1 inh 3%.
Screening O=C(CCNC(=O)c1ccc([N+](=O)[O-])cc1)Nc1nccs1 returned LDHA block -2, RGS4 inhibitor -28%, TrxR1 substrate 2%, USP1 inh -13%, GRP78 ERSR act 1%, mIDH1 inhibitor 14%, Vif-A3G inh -3%, Vif-APOBEC3F blk 5% and TrxR1 inh 1%.
For Cc1nc(C)c(C(=O)OCC(=O)Nc2ccccc2SCC#N)s1 the results were LDHA block -9, RGS4 inhibitor -15%, TrxR1 substrate 2%, USP1 inh -26%, GRP78 ERSR act 0%, mIDH1 inhibitor 0%, Vif-A3G inh inconclusive, Vif-APOBEC3F blk inconclusive and TrxR1 inh 4%.
For Cc1ccc(N2CC(C(=O)Nc3nnc(SCC(N)=O)s3)CC2=O)cc1C (stereo unspecified) the results were LDHA block -2, RGS4 inhibitor -30%, TrxR1 substrate -12%, USP1 inh 2%, GRP78 ERSR act -3%, mIDH1 inhibitor 5%, Vif-A3G inh -1%, Vif-APOBEC3F blk 4% and TrxR1 inh -35%.
For COCCNC(=O)CSc1ccccc1C(=O)NCC1CCCCC1 the results were LDHA block -5, RGS4 inhibitor 6%, TrxR1 substrate -16%, USP1 inh -16%, GRP78 ERSR act -4%, mIDH1 inhibitor -6%, Vif-A3G inh 10%, Vif-APOBEC3F blk 7% and TrxR1 inh -13%.
`O=C(OCC(=O)N1CCCCCC1)c1ccc(F)cc1F` gave LDHA block -2, RGS4 inhibitor 0%, TrxR1 substrate 2%[57.1 µM], USP1 inh -18%, GRP78 ERSR act 1%, mIDH1 inhibitor -4%, Vif-A3G inh -8%, Vif-APOBEC3F blk -9% and TrxR1 inh 5%[57.1 µM].
For Cc1cccc(N2CC(C(=O)O)CC2=O)c1 (stereo unspecified) the results were LDHA block -5, RGS4 inhibitor -16%, TrxR1 substrate 6%[57.1 µM], USP1 inh -12%, GRP78 ERSR act -6%, mIDH1 inhibitor 3%, Vif-A3G inh -1%, Vif-APOBEC3F blk -14% and TrxR1 inh 5%[57.1 µM].
Screening Cc1ccc(C(CC(=O)NCCCN(C)C)c2ccc(OC(C)C)cc2)cc1 (stereo unspecified) returned LDHA block -4, RGS4 inhibitor 2%, TrxR1 substrate 2%[57.1 µM], USP1 inh -14%, GRP78 ERSR act -7%, mIDH1 inhibitor 5%, Vif-A3G inh 0%, Vif-APOBEC3F blk 2% and TrxR1 inh 15%[57.1 µM].

An excerpt from above in order of count of non-hydrogen atoms, lowest first.
For COCCNC(=O)CSc1ccccc1C(=O)NCC1CCCCC1 the results were LDHA block -5, RGS4 inhibitor 6%, TrxR1 substrate -16%, USP1 inh -16%, GRP78 ERSR act -4%, mIDH1 inhibitor -6%, Vif-A3G inh 10%, Vif-APOBEC3F blk 7% and TrxR1 inh -13%.
For Cc1ccc(N2CC(C(=O)Nc3nnc(SCC(N)=O)s3)CC2=O)cc1C (stereo unspecified) the results were LDHA block -2, RGS4 inhibitor -30%, TrxR1 substrate -12%, USP1 inh 2%, GRP78 ERSR act -3%, mIDH1 inhibitor 5%, Vif-A3G inh -1%, Vif-APOBEC3F blk 4% and TrxR1 inh -35%.
Screening Cc1ccc(C(CC(=O)NCCCN(C)C)c2ccc(OC(C)C)cc2)cc1 (stereo unspecified) returned LDHA block -4, RGS4 inhibitor 2%, TrxR1 substrate 2%[57.1 µM], USP1 inh -14%, GRP78 ERSR act -7%, mIDH1 inhibitor 5%, Vif-A3G inh 0%, Vif-APOBEC3F blk 2% and TrxR1 inh 15%[57.1 µM].

Other entries.
`CCCCCSc1nc2c(cnn2-c2ccc(F)cc2)c(=O)[nH]1` gave LDHA block -3, RGS4 inhibitor -51%[56.9 µM], TrxR1 substrate -1%, USP1 inh -15%, GRP78 ERSR act -6%, mIDH1 inhibitor -3%, Vif-A3G inh -4%, Vif-APOBEC3F blk -13% and TrxR1 inh 21%.
For Cc1nc([N+](=O)[O-])c(Br)n1CC(=O)c1ccc(Br)cc1 the results were LDHA block -2, RGS4 inhibitor 10%, TrxR1 substrate 4%, USP1 inh -16%, GRP78 ERSR act -16%, mIDH1 inhibitor -6%, Vif-A3G inh -27%, Vif-APOBEC3F blk 2% and TrxR1 inh 11µM*.
O=C(NC(=S)N1CCN(c2ccc(O)cc2)CC1)c1cccs1 was read as LDHA block 2, RGS4 inhibitor 3%, TrxR1 substrate 2%, USP1 inh 4%, GRP78 ERSR act -1%, mIDH1 inhibitor 8%, Vif-A3G inh 3%, Vif-APOBEC3F blk -10% and TrxR1 inh -10%.
Cc1cc(-c2nnc3n2CCCCC3)c(C)n1-c1ccccc1 was read as LDHA block 8&0, RGS4 inhibitor -15%, TrxR1 substrate -4%, USP1 inh -11%, GRP78 ERSR act -3%, mIDH1 inhibitor 6%, Vif-A3G inh 0%, Vif-APOBEC3F blk -13% and TrxR1 inh -7%.
`CN1CCN(S(=O)(=O)c2cccc(C(=O)N3CCN(c4ccccc4)CC3)c2)CC1` gave LDHA block -1, RGS4 inhibitor -2%, TrxR1 substrate 0%, USP1 inh -21%, GRP78 ERSR act -4%, mIDH1 inhibitor 0%, Vif-A3G inh 6%, Vif-APOBEC3F blk 3% and TrxR1 inh 6%.
`CCCCN(Cc1ccccc1)S(=O)(=O)c1cc(Br)cc2c1N(C(C)=O)CC2` gave LDHA block -3, RGS4 inhibitor 17%, TrxR1 substrate 11%[2.29 µM], USP1 inh 9%, GRP78 ERSR act -5%, mIDH1 inhibitor 0%, Vif-A3G inh 5%, Vif-APOBEC3F blk -1% and TrxR1 inh 28%.
COc1cccc(-c2cccc(NC(=O)C3CCN(CCCn4cccn4)CC3)c2)c1 was read as LDHA block 2, USP1 inh -25%, GRP78 ERSR act -3%, mIDH1 inhibitor 5%, Vif-A3G inh 1% and Vif-APOBEC3F blk 0%.
Screening COc1ccc2nc(C)c3cc(C)oc3c2c1 returned LDHA block 3, RGS4 inhibitor -10%[11.4 µM], TrxR1 substrate 10%, USP1 inh -20%, GRP78 ERSR act -5%, mIDH1 inhibitor 9%, Vif-A3G inh 3%, Vif-APOBEC3F blk 6% and TrxR1 inh 10%.
Screening COc1ccc(C(C)=O)cc1COC(=O)Cn1cnc2ccccc2c1=O returned LDHA block -14, RGS4 inhibitor -16%, TrxR1 substrate 3%, USP1 inh 1%, GRP78 ERSR act 1%, mIDH1 inhibitor 13%, Vif-A3G inh 1%, Vif-APOBEC3F blk -12% and TrxR1 inh 18µM*.
`C=CCSc1nc(N)c(C(=O)Nc2ccccc2)cc1C#N` gave LDHA block -3, RGS4 inhibitor inconclusive, TrxR1 substrate 17%, USP1 inh -16%, GRP78 ERSR act -1%, mIDH1 inhibitor 1%, Vif-A3G inh -6%, Vif-APOBEC3F blk -4% and TrxR1 inh 20%.
Screening Cc1oc(C(C)(C)C)cc1C(=O)NC(Cc1ccccc1)C(=O)O (stereo unspecified) returned LDHA block -5, RGS4 inhibitor 0%, TrxR1 substrate 2%[57.1 µM], USP1 inh -2%, GRP78 ERSR act -4%, mIDH1 inhibitor 2%, Vif-A3G inh 1%, Vif-APOBEC3F blk -10% and TrxR1 inh 7%[57.1 µM].
Screening CC(C)Cn1c(-c2cccc(S(=O)(=O)N3CCOCC3)c2)n[nH]c1=S returned LDHA block -8, RGS4 inhibitor -16%, TrxR1 substrate 0%, USP1 inh -20%, GRP78 ERSR act -3%, mIDH1 inhibitor -6%, Vif-A3G inh 4%, Vif-APOBEC3F blk -3% and TrxR1 inh -11%.
